HCT116 PTEN-null – growth suppression of PTEN-null HCT116, primary screen, cell-based, CellTiter-Glo; HCT116 PTEN-null viability, 60 h; stronger effect = lower value; viability, % at 10 µM; 140,000 compounds, 1.2% hits; AID 827, 2007;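 active = viability at or below a set limit, 4 SD under the median of all tested compounds, cut at about 3.7% in these data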;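 also: PTEN knockout HCT116 line with beta catenin targeted HCT116 as companion control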
HCT116 bCat-KO – primary screen for growth suppressors in beta-catenin knockout HCT116 cells (colon tumor, human); HCT116 beta-catenin knockout viability, CellTiter-Glo, 60 h; stronger effect = lower value; 140,000 compounds, 1.5% hits; AID 818, 2007; viability, % at 10 µM;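 active = viability at or under a set limit, the compound median less 4 SD, cut at about 6% in these data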;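 also: 0% = Hyamine 1622 control at 20 µM and 100% = untreated cell control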
Measles CPE – compounds protecting cells from measles virus cytopathic effect, primary screen, measles RdRp inhibitor project, single point, MLSMR library, absorbance; Measles virus-infected cells, CPE protection; 140,000 compounds, 1.5% hits; protection (pct of control), % at 4 µM; AID 841, 2007; in the data active = protection mostly above about 24%, no sharp cut-off; inactive = mostly below about 26%; also: some compounds called inactive have numbers as strong as hits
GALR2 blocker – GALR2 antagonists in receptor-expressing cells, primary screen | AID 828, 2007 | antagonist mode | inhibition, % at 4 µM | Galanin receptor type 2 (Homo sapiens), O43603 | 140,000 compounds, 0.39% hits; in the data active = inhibition above about 27%;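 also: cells stimulated with galanin 1-16 at roughly its EC80; 0% = agonist challenge control and 100% = basal control without agonist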
Target sequence (O43603 whole entry, looked up): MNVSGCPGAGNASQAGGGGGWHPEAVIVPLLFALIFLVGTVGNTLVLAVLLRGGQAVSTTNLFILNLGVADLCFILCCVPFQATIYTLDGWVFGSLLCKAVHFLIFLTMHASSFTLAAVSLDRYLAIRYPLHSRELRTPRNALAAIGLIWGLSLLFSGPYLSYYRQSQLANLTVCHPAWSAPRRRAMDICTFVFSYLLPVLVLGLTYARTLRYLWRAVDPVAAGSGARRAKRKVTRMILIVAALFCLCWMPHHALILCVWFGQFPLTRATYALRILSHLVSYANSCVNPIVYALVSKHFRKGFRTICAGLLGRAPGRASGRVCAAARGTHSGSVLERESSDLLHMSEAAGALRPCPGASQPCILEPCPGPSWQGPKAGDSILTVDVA
Yeast life ext – compounds extending yeast replicative lifespan, primary screen, S. cerevisiae, OD615; S. cerevisiae growth with nicotinamide; deaD strain in restrictive glucose medium; inhibition of the nicotinamide effect, % at 10 µM; 130,000 compounds, 0.68% hits; AID 775, 2007;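 active = inhibition above a set limit, placed 3 SD over the median of all compounds, cut at about 26% in these data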;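 also: 0% = nicotinamide-treated wells and 100% = cells grown without nicotinamide; some compounds called inactive have numbers as strong as hits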
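Assay system: engineered S. cerevisiae DeaD replicative-lifespan strain, galactose-grown log-phase cells; medium: restrictive CSMM-D dextrose medium; also added: nicotinamide, 1.5 mM, co-present with compound; schedule: 48 h compound exposure at 30 °C, humidified; detection: absorbance at 615 nm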
NPY-Y2 antag – NPY-Y2 receptor antagonists, primary screen, cell-based | Neuropeptide Y receptor type 2 (Homo sapiens), P49146 | NPY-Y2 expressing cells, antagonist mode | 140,000 compounds, 0.99% hits | inhibition, % at 2.7 µM; in the data active = inhibition above about 17%;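 also: 0% = vehicle with agonist challenge and 100% = reference antagonist with challenge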
Target sequence (P49146 whole entry, looked up): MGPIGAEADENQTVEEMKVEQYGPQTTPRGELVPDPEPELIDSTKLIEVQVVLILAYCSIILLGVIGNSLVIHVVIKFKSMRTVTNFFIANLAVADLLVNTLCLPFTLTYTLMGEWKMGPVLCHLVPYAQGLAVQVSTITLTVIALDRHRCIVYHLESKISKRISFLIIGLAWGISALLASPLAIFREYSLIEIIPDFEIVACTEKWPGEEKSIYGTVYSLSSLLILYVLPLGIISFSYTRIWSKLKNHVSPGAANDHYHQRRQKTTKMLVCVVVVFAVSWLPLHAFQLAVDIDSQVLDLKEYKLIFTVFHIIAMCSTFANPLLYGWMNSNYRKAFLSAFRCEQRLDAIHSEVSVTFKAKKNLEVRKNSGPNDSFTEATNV
Phagocytosis inh – inhibitors of macrophage phagocytosis, primary screen, imaging, J774A.1 cells, IgG beads | 110,000 compounds, 0.07% hits | AID 1029, 2008 | inhibition, % at 5 µM | J774A.1 macrophage IgG-bead phagocytosis;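 active = inhibition above the mean of the plate negative controls plus 5 SD, cut at about 13% in these data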;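 also: phagocytic index as fraction of beads internalized from green versus red external bead signal; plate controls were DMSO negative control for no effect and cytochalasin-D positive control for full effect; some results beyond the cut were filed as inactive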
BB579 growth dn – growth inhibitors of yeast BB579 in restrictive medium, primary screen, yeast lifespan-shortening project, S. cerevisiae; OD615, 48 h; inhibition, % at 10 µM; 140,000 compounds, 0.51% hits; AID 804, 2007;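 active = inhibition above a set limit, 3 SD over the mean compound inhibition, cut at about 44% in these data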; also: inactives centre near -24
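System: DeaD yeast strain BB579; buffer or medium: CSMM-D dextrose restrictive medium; technique: OD at 615 nm; schedule: 4 h cell preincubation, 48 h compound exposure, 30 °C humidified; doses: single 10 µM dose; controls: amphotericin B 10 µg/mL, positive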
MRP1 act – H69AR viability gain despite doxorubicin, primary screen, MRP-1 activator project, H69AR cells, CellTiter-Glo; 140,000 compounds, 0.61% hits; viability rescue; viability increase, % at 10 µM; AID 799, 2007;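 active = viability gain under doxorubicin at or above a set limit, the compound median plus 3 SD, cut at about 4.7% in these data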;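 also: MRP-1 overexpressing cells given doxorubicin 25 µM after compound pretreatment; 18-22 h compound pretreatment then 72 h with doxorubicin before readout; 0% = doxorubicin-only wells and 100% = vehicle-treated cells without doxorubicin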
E-sel TNF inh – E-selectin induction blockers in HUVEC – imaging, immunofluorescence, high content, primary screen | HUVEC TNFa-induced E-selectin immunofluorescence | inhibition, % at 2 µM | 120,000 compounds, 0.71% hits;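 active = inhibition above the batch mean plus 3 SD, and confirmed as a hit on visual image review, cut at about 43% in these data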;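 also: 0% = TNF-stimulated DMSO wells and 100% = unstimulated control wells; not every result past the cut was called active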
* hit, by the source's call; . = no result given.

nr	Structure	HCT116 PTEN-null	HCT116 bCat-KO	Measles CPE	GALR2 blocker	Yeast life ext	NPY-Y2 antag	Phagocytosis inh	BB579 growth dn	MRP1 act	E-sel TNF inh
1	CN(c1cccc(NC(=O)CN2C(=O)c3ccccc3S2(=O)=O)c1)S(C)(=O)=O	109	99	1	0	-2	2	1	-14	-0.5	-7
2	Cc1nn(-c2ccccc2)c(Cl)c1C(=O)NCC(C)C	90	88	12	1	-4	4	.	1	-1.5	15
3	CCOC(=O)CSc1nnc(CNC(=O)c2ccc(OC)cc2OC)n1-c1ccc(OC)cc1	101	88	2	-8	13	1	0	-29	0.1	18
4	O=C(Nc1ncccc1Cl)c1cccc(F)c1	82	77	3	12	-9	2	-1	16	0.6	-6
5	O=C(CO/N=C1\CCCc2nonc21)Nc1ccc(Br)cc1	88	93	9	4	-6	6	-3	-45	-0.3	.
6	CCOc1ccccc1N1CCN(CC(O)COc2ccc3c(C)cc(=O)oc3c2)CC1 (stereo not given)	52	48	16	12	-18	5	-5	30	-2.5	-38
7	CCC(CC)NC(=O)Cc1ccccc1OC	96	95	10	-2	-8	0	-1	-51	-0.8	-2
8	N#Cc1c(NC(=S)NC(=O)C2CCCC2)sc2c1CCCCC2	85	82	14	2	0	2	-2	0	1.4	-21
9	CCCn1c(N2CCN(C)CC2)nc2c1c(=O)[nH]c(=O)n2C	97	90	16	-6	.	-2	.	-4	-3.6	2
10	O=C(Nc1ccccc1F)c1cc2nc(C(F)F)cc(C(F)F)n2n1	91	98	13	0	.	10	.	-33	0.5	-7
11	Cc1nn2c(NCCOCCO)c3c(nc2c1-c1ccccc1)CCCC3	96	99	17	-2	-20	0	.	9	-4.0	18
12	Oc1[nH]c2ccccc2c1N=NC(=S)NCCc1ccccc1	17	32	4	8	-6	3	9	-24	-3.3	.

The results go on:
nr	Structure	HCT116 PTEN-null	HCT116 bCat-KO	Measles CPE	GALR2 blocker	Yeast life ext	NPY-Y2 antag	Phagocytosis inh	BB579 growth dn	MRP1 act	E-sel TNF inh
13	COC(=O)c1[nH]c2ccccc2c1NC(=O)CN1CCCc2ccccc21	59	80	10	-13	-11	2	0	-46	-3.7	0
14	Nc1nnc(SCc2ccccc2F)n1-c1ccccc1	89	88	1	-14	-1	2	-4	-11	-1.5	-2
15	CC(CC(=O)c1cccs1)CC(=O)c1cccs1	105	95	15	33*	-19	1	2	-47	-0.2	.
16	CCC1CCCCN1Cc1ccc(CNS(=O)(=O)c2ccc3c(c2)oc(=O)n3C)o1 (stereo not given)	96	87	3	14	-12	1	-4	-16	-1.6	-18
17	Cc1nc2sc(C(c3ccccc3)N3CCN(c4ccccc4F)CC3)c(O)n2n1 (stereo not given)	96	96	0	-6	3	3	-5	-37	-0.7	-5
18	Cc1ccc(NC(=O)CCCN2C(=O)/C(=C/C=C/c3ccccc3)SC2=S)cc1	2.4*	7	8	-11	2	-3	-10	-40	-3.9	.
19	O=S(=O)(c1ccc(Cl)cc1)N1CCN=C1SCc1ccc(Cl)c(Cl)c1	68	80	5	-13	6	12	-8	-30	-1.9	.
20	COc1ccccc1CNCC(=O)Nc1ccc(N2CCOCC2)cc1	75	84	13	-5	4	2	.	-50	-2.7	.
21	CCCC(=O)C1C(=O)CC(CC(C)SCC)CC1=O (stereo not given)	92	85	3	2	97*	5	0	-36	-0.8	2
22	Cc1ccc2oc(=O)c3cnn(CC(=O)NC4CCN(Cc5ccccc5)CC4)c3c2c1	74	85	18	-1	2	1	0	-29	-3.6	-6
23	Cc1nn(Cc2ccc(Cl)cc2)c(C)c1NC(=O)c1cc(-c2ccco2)on1	72	86	4	9	-13	1	-1	-30	-1.8	-9
24	O=C(COC(=O)C1CC(O)CN1S(=O)(=O)c1ccc(Cl)cc1)c1cccc(Cl)c1 (stereo not given)	90	86	3	-9	1	2	-12	-54	-1.3	-2

Reprinted: compounds 13 to 17
nr	Structure	HCT116 PTEN-null	HCT116 bCat-KO	Measles CPE	GALR2 blocker	Yeast life ext	NPY-Y2 antag	Phagocytosis inh	BB579 growth dn	MRP1 act	E-sel TNF inh
13	COC(=O)c1[nH]c2ccccc2c1NC(=O)CN1CCCc2ccccc21	59	80	10	-13	-11	2	0	-46	-3.7	0
14	Nc1nnc(SCc2ccccc2F)n1-c1ccccc1	89	88	1	-14	-1	2	-4	-11	-1.5	-2
15	CC(CC(=O)c1cccs1)CC(=O)c1cccs1	105	95	15	33*	-19	1	2	-47	-0.2	.
16	CCC1CCCCN1Cc1ccc(CNS(=O)(=O)c2ccc3c(c2)oc(=O)n3C)o1 (stereo not given)	96	87	3	14	-12	1	-4	-16	-1.6	-18
17	Cc1nc2sc(C(c3ccccc3)N3CCN(c4ccccc4F)CC3)c(O)n2n1 (stereo not given)	96	96	0	-6	3	3	-5	-37	-0.7	-5

(cont.)
nr	Structure	HCT116 PTEN-null	HCT116 bCat-KO	Measles CPE	GALR2 blocker	Yeast life ext	NPY-Y2 antag	Phagocytosis inh	BB579 growth dn	MRP1 act	E-sel TNF inh
25	O=C(c1cc(-c2cccnc2)nc2ccc(Br)cc12)N1CCN(c2ncccn2)CC1	52	51	3	12	-2	3	0	-27	-3.5	-29
26	O=C(Oc1ccc2c(=O)c(Cl)coc2c1)c1ccncc1	98	96	9	2	-7	5	0	-14	0.8	.
27	CCCCOC(=O)Nc1ccccc1C(N)=O	98	86	7	-9	-8	3	0	-6	-2.3	.
28	Cc1nn(C)c(C(=O)N/N=C/c2ccc(C(F)(F)F)cc2)c1[N+](=O)[O-]	96	93	44	-1	1	3	-2	10	-1.9	.
29	CCCCN(CC)CCNC(=O)c1[nH]c(C)c(C(C)=O)c1C	102	95	5	-3	-3	-1	0	-29	-2.9	.
30	CCOc1ccc(-n2cc(C(=O)Nc3ccc(Cl)cn3)c3cc(OC)c(OC)cc3c2=O)cc1	84	92	12	-5	2	6	1	-46	-3.8	12
31	CCOc1ccc2c(c1)C(C)=CC(C)(C)N2C(=O)Nc1ccccc1	82	89	20	29*	4	0	0	-2	-3.9	-12
32	O=C1c2cccc(OCC(=O)N3CCCc4ccccc43)c2CCN1Cc1ccc(F)cc1	56	71	9	-5	5	7	-2	-29	-0.1	.
33	N/C(=N\OC(=O)Cc1cccs1)c1ccc([N+](=O)[O-])cc1	95	94	5	6	-5	2	.	-16	0.4	43
34	Nc1nonc1C(=O)NCCNC(=O)c1ccccc1F	94	88	29	-9	-6	3	.	-5	-1.6	-8
35	C(=N\n1cnnc1)/c1ccc(-c2ccccc2)cc1	96	97	5	8	-15	1	0	12	0.1	4
36	Cc1ccc(CSC2=NCCN2C(=O)C2CC2)cc1	100	98	6	6	-19	1	.	-77	1.1	-25

By substructure, those above with an aryl thioether with sulfur outside any ring.
nr	Structure	HCT116 PTEN-null	HCT116 bCat-KO	Measles CPE	GALR2 blocker	Yeast life ext	NPY-Y2 antag	Phagocytosis inh	BB579 growth dn	MRP1 act	E-sel TNF inh
3	CCOC(=O)CSc1nnc(CNC(=O)c2ccc(OC)cc2OC)n1-c1ccc(OC)cc1	101	88	2	-8	13	1	0	-29	0.1	18
14	Nc1nnc(SCc2ccccc2F)n1-c1ccccc1	89	88	1	-14	-1	2	-4	-11	-1.5	-2

Later entries:
nr	Structure	HCT116 PTEN-null	HCT116 bCat-KO	Measles CPE	GALR2 blocker	Yeast life ext	NPY-Y2 antag	Phagocytosis inh	BB579 growth dn	MRP1 act	E-sel TNF inh
37	Cc1nc2cc(C(=O)O)ccc2s1	80	86	7	12	-12	6	-3	-21	-1.2	22
38	Cc1cc(Nc2ccccc2)nn1C(=O)c1ccc(Cl)cc1	107	101	28	0	-13	5	1	-39	-0.7	23
39	Cc1ccc(-c2csc(N/N=C/c3ccco3)n2)c(C)c1	83	85	24	25	1	0	-4	-25	2.6	.
40	O=C(O)C1(P(=O)(c2ccccc2)c2ccccc2)CCC1	99	85	14	-7	-6	1	0	-12	-1.0	-42
41	Clc1ccc(OCCN2CCCCC2)cc1Cl	88	84	2	0	0	5	-5	1	-1.6	-6
42	O=C1CN(C(=O)COC(=O)C2CC(=O)N(Cc3ccco3)C2)c2ccccc2N1 (stereo not given)	91	93	11	7	-1	-1	-1	11	-1.2	-20
43	c1ccc(-c2csc(N3CCOCC3)n2)cc1	115	101	8	1	-16	4	0	-17	-0.2	-10
44	NC(=O)c1ccccc1-c1nc(-c2ccccc2)no1	93	87	1	-6	-6	4	0	-13	-1.7	-45
45	CCOC(=O)Cc1csc(NC(=O)c2cccnc2)n1	92	96	2	-1	-22	1	0	-18	1.3	-3
46	Cc1cc2oc(=O)cc(CSc3nnc(C)n3N)c2cc1C(C)C	104	91	4	5	0	5	0	-9	-2.6	-2
47	C(=N\N1CCOCC1)/c1cccs1	103	95	12	20	5	-1	-1	-49	-0.7	-10
48	CCOc1ccc2ncc(S(=O)(=O)c3ccc(C)cc3)c(N3CCC4(CC3)OCCO4)c2c1	25	38	3	-3	8	10	-6	-39	-3.2	-16

More structures follow.
nr	Structure	HCT116 PTEN-null	HCT116 bCat-KO	Measles CPE	GALR2 blocker	Yeast life ext	NPY-Y2 antag	Phagocytosis inh	BB579 growth dn	MRP1 act	E-sel TNF inh
49	O=C(Nc1ccc(F)c(F)c1)c1ccc(F)c(S(=O)(=O)N2CCOCC2)c1	38	34	4	-10	-5	5	-1	-41	-2.4	-9
50	O=S(=O)(c1ccc(-c2csc(Nc3ccc(Br)cc3)n2)cc1)N1CCCC1	65	59	8	11	2	-4	5	-28	-2.6	3
51	CCC(C)NCC(=O)Nc1cc(S(=O)(=O)N(CC)c2ccccc2)ccc1Cl (stereo not given)	82	71	2	3	4	1	-3	-31	1.4	.
52	c1ccc(Nc2nc(-c3cccs3)cs2)nc1	52	50	6	-3	-12	1	.	-22	-4.4	-5
53	COC(=O)/C=c1/s/c(=C(/C#N)C(=O)NCc2ccccc2)n(-c2ccccc2)c1=O	97	93	4	-14	-1	0	1	-24	0.1	7
54	CN(C)c1cccc(C(=O)NNC(=O)NC2CCCCC2)c1	93	87	14	-11	-2	1	-8	-11	-0.6	.
55	Cc1ccc(NC(=O)Cn2nnc(C(=O)NCc3ccco3)c2N)cc1	99	85	21	-7	-15	1	1	-52	-2.7	15
56	CC1(C)Cc2ccccc2-c2nnc(SCc3ccccc3)n21	69	73	12	-8	.	17*	.	-40	-4.5	15
57	COc1ccc(N=C2SC(C(=O)Nc3ccc(OC)cc3)CC(=O)N2CCN2CCOCC2)cc1 (stereo not given)	92	91	8	-9	-3	3	-4	-41	0.4	-4
58	O=C(c1ccccc1)N1CCN(c2ccc([N+](=O)[O-])c(NCc3ccco3)c2)CC1	70	82	13	3	-1	3	.	3	-2.8	4

Bioassay records: PubChem, several laboratories
